Screening results from PubChem BioAssay.
Rab2A wt mod: changes GTP binding to wildtype dog Rab2A, up or down | P61105 | GST-Rab2 wt beads, Bodipy-GTP binding, flow cytometry | GTP binding activity, % at 10 µM | hit rate 0.19% among 190,000 | AID 760;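 active = GTP binding activity at least 20 points away from 100%, either lowered or raised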;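 also: 0% = beads with excess unlabeled GTP and 100% = no-compound control corrected for plate trend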
ABCB1 inh: human ABCB1 inhibition, ABCG2 as counter-screen | P08183 | CCRF-Adr cells, JC-1 efflux, flow cytometry | inhibition, % at 6.6 µM | hit rate 0.067% among 190,000 | AID 1326; in the data active = inhibition above about 40%;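 also: 0% = vehicle and 100% = reference inhibitor; higher value means more JC-1 retained so stronger ABCB1 efflux block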
Avidin fluor: avidin bead compound fluorescence profile; Avidin beads, compound fluorescence 488/530 nm, flow cytometry; hits give high values; fluorescence (KMESF) at 10 µM; hit rate 0.38% among 220,000; in the data active = fluorescence above about 47; also: inactives centre near 10
HRas wt GTP bind: human HRas wildtype GTP binding, change in either direction; P01112; GST-Ras wt beads, Bodipy-FL-GTP binding, flow cytometry; actives lie on both sides; GTP binding activity, % at 10 µM; hit rate 0.14% among 190,000;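 active = GTP binding activity at least 20% away from the 100% baseline, either lowered as inhibitor or raised as activator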;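 also: 0% = unlabeled GTP competition control and 100% = no-compound control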
Target sequence (P01112 whole entry, looked up): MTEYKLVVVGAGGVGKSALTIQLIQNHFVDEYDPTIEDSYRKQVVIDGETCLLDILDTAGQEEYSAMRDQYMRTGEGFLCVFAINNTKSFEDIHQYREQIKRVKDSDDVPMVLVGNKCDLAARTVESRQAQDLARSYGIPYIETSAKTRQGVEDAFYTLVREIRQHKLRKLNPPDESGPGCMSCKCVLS
Mcl1-Noxa inh: disrupts binding of human Mcl-1 to Noxa peptide; Q07820; TR-FRET Mcl-1/Noxa peptide binding, 2 h; inhibition, % at 21.7 µM; hit rate 1.5% among 220,000;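 active = compounds that cut the protein-peptide binding signal by more than 50% relative to plate controls in a single-dose test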;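 also: His-tagged Mcl-1 with rhodamine Noxa BH3 peptide and terbium anti-His antibody; 0% = Mcl-1 plus Noxa peptide wells and 100% = peptide-only wells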
Rab7 wt GTP bind: modulators of GTP binding to dog Rab7 wildtype GTPase; GST-Rab7 beads, fluorescent GTP binding, flow cytometry; actives lie on both sides; untreated = 100%, excess cold GTP = 0%; GTP binding activity (percent of control), % at 10 µM; hit rate 0.055% among 190,000;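 active = fluorescent GTP binding to Rab7 beads changed by at least 20 points from the 100% baseline, either direction, mostly lower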;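 also: median green fluorescence of bound Bodipy-FL-GTP per Rab7 bead population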
Rac1 wt GTP bind: alters GTP binding to wildtype human Rac1 | GST-Rac1 beads, fluorescent GTP binding, flow cytometry; actives lie on both sides; 0 = cold GTP competed, 100 = untreated | P63000 | GTP binding activity (% of control), % at 10 µM | AID 757 | hit rate 0.27% among 190,000;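 active = GTP binding activity at least 20 points away from the 100% control level, either lower or higher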
ABCG2 block: blocks JC-1 efflux by human ABCG2 transporter; inhibition, % at 6.6 µM; AID 1325; IgMXP3 cells, flow cytometry; Q9UNQ0; hit rate 0.1% among 190,000;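 active = inhibition above 80%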;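 also: 0% = DMSO and 100% = nicardipine control wells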
Target sequence (Q9UNQ0 whole entry, looked up): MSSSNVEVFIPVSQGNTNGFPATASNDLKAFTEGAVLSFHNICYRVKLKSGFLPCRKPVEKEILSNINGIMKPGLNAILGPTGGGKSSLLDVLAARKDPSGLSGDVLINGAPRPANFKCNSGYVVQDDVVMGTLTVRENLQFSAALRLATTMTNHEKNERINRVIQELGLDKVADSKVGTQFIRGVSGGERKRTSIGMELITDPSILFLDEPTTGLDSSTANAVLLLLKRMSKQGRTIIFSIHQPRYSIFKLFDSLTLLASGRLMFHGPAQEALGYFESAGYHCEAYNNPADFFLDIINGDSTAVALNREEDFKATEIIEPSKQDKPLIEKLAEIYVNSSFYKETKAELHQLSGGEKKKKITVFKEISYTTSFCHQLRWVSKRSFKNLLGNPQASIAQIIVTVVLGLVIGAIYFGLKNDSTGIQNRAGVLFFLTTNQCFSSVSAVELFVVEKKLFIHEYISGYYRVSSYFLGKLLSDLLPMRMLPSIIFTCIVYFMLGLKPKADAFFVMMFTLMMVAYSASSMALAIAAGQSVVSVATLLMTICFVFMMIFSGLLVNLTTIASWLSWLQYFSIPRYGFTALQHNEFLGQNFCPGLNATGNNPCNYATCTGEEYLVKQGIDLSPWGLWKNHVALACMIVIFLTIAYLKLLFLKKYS
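Read-out basis: Efflux inhibition in percent versus controls | Test system: ABCG2 IgMXP3 and barcoded ABCB1 CCRF-Adr cell mix | Quantity: 3 million cells/mL in well | Schedule: 10 min at 25 °C | Control set: Nicardipine as high control, DMSO as low control | Reagent: JC-1 as fluorescent efflux pump substrate | Signal: Flow cytometry of retained JC-1 fluorescence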
Rac1 act GTP bind: alters GTP binding to activated mutant human Rac1 | GST-Rac1 activated beads, fluorescent GTP binding, flow cytometry; actives lie on both sides; 100% means binding = to untreated wells | hit rate 0.11% among 190,000 | AID 764 | percent activity (GTP binding), % at 10 µM;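 active = GTP binding at least 20 percentage points away from the 100% baseline, in either direction, so actives lie on both sides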
Cdc42 wt: human Cdc42 wildtype GTP binding change, either direction; P60953; GST-Cdc42 beads, Bodipy-GTP binding, flow cytometry; actives lie on both sides; percent activity (GTP binding), % at 10 µM; hit rate 0.2% among 190,000;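 active = percent activity GTP binding at least 20 points away from the 100% baseline, either down as inhibitor or up as activator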;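 also: median bead fluorescence of bound Bodipy-FL-GTP at 100 nM; 0% = excess unlabeled GTP control and 100% = no compound control; below 100% means less GTP binding so inhibitor and above means activator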
Target sequence (P60953 whole entry, looked up): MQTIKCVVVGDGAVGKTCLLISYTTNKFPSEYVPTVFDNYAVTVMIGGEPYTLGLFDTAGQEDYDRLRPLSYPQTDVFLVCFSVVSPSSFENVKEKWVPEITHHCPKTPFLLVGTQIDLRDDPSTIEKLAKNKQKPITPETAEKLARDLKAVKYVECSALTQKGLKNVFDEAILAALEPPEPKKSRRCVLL
Pf gametocyte: kills late stage P. falciparum gametocytes. P. falciparum stage V gametocytes, ATP luminescence, 24 h. inhibition, % at 10.9 µM. hit rate 0.065% among 150,000. AID 743093;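 active = inhibition above the mean plus 3 SD of compounds within the control limits, set per campaign, cut at about 38% in these data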;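 also: 0% = DMSO wells and 100% = medium only without gametocytes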
Active calls of the source: *; . = not tested or not shown.

SMILES	Rab2A wt mod	ABCB1 inh	Avidin fluor	HRas wt GTP bind	Mcl1-Noxa inh	Rab7 wt GTP bind	Rac1 wt GTP bind	ABCG2 block	Rac1 act GTP bind	Cdc42 wt	Pf gametocyte
COc1ccccc1C(=O)NNC(=O)c1ccncc1	98	0.5	10	99	7	98	100	2	98	98	-13
O=C1OCc2cccc3cccc1c23	103	0.3	17	102	-7	98	101	4	101	101	.
CCOc1cc(C)c(S(=O)(=O)N2CCCC2)cc1C	99	0.4	45	99	4	102	102	10	96	101	5
CC(NC1CCCC1)c1ccccc1 (centres undefined)	99	0.0	18	98	-13	104	98	0	96	97	-15
O=C(COc1cc(F)ccc1[N+](=O)[O-])NCCCc1ccccc1	96	1.0	5	98	8	104	98	11	97	95	-5
O=C(N/N=C/c1ccc(O)cc1O)/C(=C/c1ccccc1)CCO	100	0.6	12	100	-22	100	104	16	100	102	.
CC1Cc2nc(SCC(=O)Nc3nc4ccccc4s3)n(C)c(=O)c2S1 (centres undefined)	99	2.0	8	99	25	101	100	1	97	98	.
O=C(NCc1ccncc1)C(=O)C1C(=O)Nc2ccccc21 (centres undefined)	97	-0.2	11	98	20	101	97	0	97	96	-2
COc1ccc(OC)c(C2C(C(N)=O)=C(C)Nc3nc(CCCO)nn32)c1 (centres undefined)	100	-2.6	7	100	-8	101	98	-3	98	96	.
O=C(CN1CCC(n2nnc3cc(F)ccc32)CC1)N1CCc2ccccc2C1	100	0.7	14	102	-2	96	99	3	100	99	3
Cc1ccc(C)c(NC(=O)CSc2ccc(-c3cccs3)nn2)c1	96	0.5	13	99	6	99	104	4	99	102	-21
Cc1ccc(CSc2ncnc3c2cnn3-c2ccccc2)cc1	95	-0.3	16	98	2	99	99	-6	96	97	18
COc1ccccc1NC(=O)CSc1nnc(Cn2cnc3ccccc32)n1C	95	-2.2	6	97	26	97	100	-2	96	98	.
O=S(=O)(NC(=NC1CCCC1)C(F)(F)F)c1ccccc1	95	0.1	6	99	-5	94	98	1	95	99	-1
CCOP(=O)(OCC)C(Nc1cccc(C(F)(F)F)c1)c1ccc(Br)cc1 (centres undefined)	98	0.3	7	99	1	98	102	1	98	102	15
Cc1ccc(Cl)cc1N1CCN(c2cccc[n+]2C)CC1	97	-0.3	12	98	24	98	100	-4	99	96	-24
O=C(N/N=C/c1cn(-c2ccccc2)nc1-c1cc2ccccc2o1)c1ccccc1Br	99	-0.8	13	102	-14	103	105	-6	102	103	11
COc1ccc(-c2cc(=O)oc3cc(OCC(=O)c4cccc([N+](=O)[O-])c4)ccc23)cc1	99	0.1	17	99	46	101	102	-7	99	101	-6
COc1ccc(-c2nnn(CC(=O)c3ccc4c(c3)OCCO4)n2)cc1OC	94	1.4	.	97	3	96	99	4	97	98	-4
COc1ccc(-c2nnc(N(C)C(=O)C3CCOC3)s2)cc1 (centres undefined)	99	0.4	8	102	5	100	104	2	101	103	.
Cc1c(Cl)cccc1NC(=O)CSc1nnc(CCNC(=O)OC(C)(C)C)o1	98	0.4	19	100	19	101	103	3	101	98	11
O=C(O)c1ccc2c3c(cccc13)C(=O)N(OS(=O)(=O)c1ccccc1)C2=O	80	-0.1	9	84	15	101	95	0	92	83	19
Cc1sc2nc(CSCC(=O)Nc3c(Cl)cccc3Cl)[nH]c(=O)c2c1C	97	1.3	17	98	-16	97	102	5	99	96	12
N#Cc1c(NC(=O)Cn2c(=O)oc3ccccc32)oc(-c2ccccc2)c1-c1ccccc1	93	-0.8	13	95	8	94	97	-5	93	94	.
Cn1c(Cc2ccc3c(c2)OCO3)nnc1SCC(=O)N1CCc2ccccc2C1	95	0.7	7	96	18	91	95	3	95	97	-16
CC(=NC1CC1)c1c(-c2ccccc2)[nH]n(-c2nc3ccccc3s2)c1=O	100	1.5	36	101	-11	97	101	3	101	104	2
O=C(CSc1n[nH]c(=O)[nH]c1=O)N/N=C/c1ccccc1O	97	0.5	12	100	-2	95	100	11	99	101	11
O=C(NCc1ccc(F)cc1)c1ccc(CS(=O)(=O)Cc2ccccc2F)o1	98	0.3	10	99	-7	100	101	1	99	102	.
O=C(NC(Cc1ccccc1)C(=O)OCC(=O)N1CCc2ccccc21)c1ccco1 (centres undefined)	96	0.8	11	101	-2	100	103	4	95	98	.
Cc1cc(C2C(C#N)=C(N)OC3=C2C(=O)CCC3)c(C)s1 (centres undefined)	101	0.9	8	102	8	103	103	2	98	102	.
O=C(NCCSCc1ccco1)c1ccc(CN2CCOCC2)cc1	100	0.2	4	101	-9	99	105	1	100	101	.
Cc1ccc(-c2nnc(SCc3nc4ccccc4[nH]3)n2Cc2ccco2)cc1	101	0.9	36	102	18	102	105	3	100	101	-8
O=C(O)c1cccc(NC(=O)c2cn(-c3ccccc3)nc2-c2cc3ccccc3o2)c1	95	-0.9	6	96	22	97	99	-4	95	97	-14
CCc1ccc(OCC(=O)NNC(=O)Cc2cccs2)cc1	101	0.2	8	100	27	99	104	0	100	102	3
Cn1c(=O)c2c(ncn2Cc2ccc(Cl)c(Cl)c2)n(C)c1=O	99	1.0	14	100	-1	101	104	26	99	99	.
COC(=O)Cc1ccc(NC(=S)NCc2ccccc2Cl)cc1	95	0.0	11	96	18	97	102	6	99	106	9
Clc1ccc(CO/N=C/c2c(-c3ccccc3)nc3n2CCS3)c(Cl)c1	94	0.1	11	94	-11	93	97	0	96	95	11
CCO/N=C(/c1nonc1N)N1CCN(c2ccc([N+](=O)[O-])cc2)CC1	100	1.0	12	101	6	100	107	8	97	103	.
COc1ccc(Cl)cc1C(=O)NNC1CC(=O)N(Cc2ccc(Cl)cc2)C1=O (centres undefined)	100	0.4	10	98	10	97	100	5	98	95	-24
COc1cccc(/C=N/n2c(-c3n[nH]c4c3CCC4)n[nH]c2=S)c1O	94	0.2	6	95	26	95	98	1	95	100	-22
COc1cc(/C=N/O)ccc1OCc1ccc(Cl)cc1	97	1.1	8	94	31	97	93	10	95	93	-9
C/C(=N/NC(=O)CNC(=O)c1cccnc1)c1cccc([N+](=O)[O-])c1	97	1.0	10	99	-4	94	99	15	95	97	.
O=C(CN1C(=O)C2C3C=CC(C4CC34)C2C1=O)Nc1cccc2ncccc12 (centres undefined)	94	0.6	9	94	-10	94	97	1	96	97	28
COc1ccc(/C=N/n2c(C)nnc2C)c(OC)c1OC	102	0.3	10	103	9	104	106	4	98	105	.
CCN1CCN(C(=O)CN(c2cc(OC)ccc2OC)S(C)(=O)=O)CC1	97	0.3	30	99	-8	95	97	1	95	97	22
CCC(=O)c1ccc(OCC(=O)N(C)CC(=O)Nc2cccc(F)c2)cc1	101	-0.5	9	98	-4	94	96	6	96	100	2
Cc1ccc(C(=O)Nc2nnc(SCC(=O)N3CCCc4ccccc43)s2)cc1	97	0.2	8	99	-3	101	99	2	97	103	7
COc1ccc(/C=N/NC(=O)C(C)n2cnc3ccccc3c2=O)cc1OC (centres undefined)	99	-1.4	7	98	1	96	102	18	101	101	2

In a second layout: three of the compounds above
| Molecule | Rab2A wt mod | ABCB1 inh | Avidin fluor | HRas wt GTP bind | Mcl1-Noxa inh | Rab7 wt GTP bind | Rac1 wt GTP bind | ABCG2 block | Rac1 act GTP bind | Cdc42 wt | Pf gametocyte |
| --- | --- | --- | --- | --- | --- | --- | --- | --- | --- | --- | --- |
| CCOc1cc(C)c(S(=O)(=O)N2CCCC2)cc1C | 99 | 0.4 | 45 | 99 | 4 | 102 | 102 | 10 | 96 | 101 | 5 |
| CC(NC1CCCC1)c1ccccc1 (centres undefined) | 99 | 0.0 | 18 | 98 | -13 | 104 | 98 | 0 | 96 | 97 | -15 |
| O=C(COc1cc(F)ccc1[N+](=O)[O-])NCCCc1ccccc1 | 96 | 1.0 | 5 | 98 | 8 | 104 | 98 | 11 | 97 | 95 | -5 |

(listing goes on)
SMILES	Rab2A wt mod	ABCB1 inh	Avidin fluor	HRas wt GTP bind	Mcl1-Noxa inh	Rab7 wt GTP bind	Rac1 wt GTP bind	ABCG2 block	Rac1 act GTP bind	Cdc42 wt	Pf gametocyte
CC(=O)NC1=NN(C(C)=O)C2(S1)C(=O)N(C(C)=O)c1ccc(C)cc12 (centres undefined)	100	0.9	6	104	2	105	105	4	96	97	-1
O=C(CSc1nnc(Cc2cc(=O)[nH]c(=O)[nH]2)n1-c1ccc(F)cc1)NC1CCCC1	102	0.2	7	102	13	100	105	0	98	101	.
FC(F)Oc1ccc(NC(=S)NCc2ccccc2)cc1	98	-0.1	4	100	-8	97	103	1	100	102	.
O=C(c1cc([N+](=O)[O-])ccc1Cl)N1CCN(c2ccc(F)cc2)CC1	98	1.6	31	100	4	99	105	9	99	105	-16
Cc1noc(C)c1CCC(=O)O	96	1.1	22	95	9	97	97	3	97	94	1
O=C(NN1C(=O)c2ccccc2NC1c1ccoc1)c1ccccc1 (centres undefined)	98	0.0	10	98	17	97	103	1	95	98	5
Cc1ccc(C)c(NC(=S)NC(NC(=O)/C=C/c2ccccc2)C(Cl)(Cl)Cl)c1 (centres undefined)	93	0.4	8	96	10	99	96	3	96	93	.
CN1CCOCCOCCN(C)C(=O)N2CCOCCOCCN(CCOCC2)C1=O	102	0.3	15	104	22	103	104	1	99	104	.
O=S(=O)(Cc1ccc(Cl)cc1)NCC1CCCO1 (centres undefined)	97	0.2	8	99	-1	98	99	0	98	100	.
Cc1ccc(C)c(NC(=O)C2CCCN2/C=C/C(=O)C(F)(F)F)c1 (centres undefined)	102	0.6	13	102	-7	102	103	2	101	105	26
Cc1cc(NC(=O)CSc2nc(C(C)C)nc3ccccc23)no1	100	0.7	15	100	18	100	106	9	101	101	30
NC(=O)c1ccc(Oc2cccc3cccnc23)c([N+](=O)[O-])c1	89	0.1	8	90	34	96	89	-3	93	92	-14
COc1ccc(NS(=O)(=O)c2ccc(N3C(=O)CCC3=O)cc2)cc1	101	0.5	3	102	2	101	105	1	101	102	8
Cc1cc2c(s1)c1cnn(Cc3ccccc3F)c(=O)c1n2C	100	1.6	40	100	-103	99	103	11	98	101	.
c1ccc(-n2cnnc2SCc2cn3ccccc3n2)cc1	101	0.2	9	103	-1	99	107	1	100	106	1
CCCOc1cccc(OCC(=O)Nc2nc3ccccc3[nH]2)c1	99	-0.5	6	97	34	93	103	-2	98	100	15
O=C(CNC(=O)c1ccccc1Cl)N/N=C/c1ccc([N+](=O)[O-])s1	99	0.2	20	97	-57	99	104	34	99	103	.
CC(C)(C)C(=O)Nc1ccc(N2CCCC2)cc1	101	0.2	14	103	56*	93	101	0	100	103	.
CN1CCN(C(=O)C(C(=O)c2ccc(F)cc2)n2ccccc2=O)CC1 (centres undefined)	101	-1.3	59*	102	16	104	104	-7	101	103	-57
Cc1ccc2[nH]c(=O)c(CN(Cc3ccco3)C(=O)CN3CCCC(C)C3)cc2c1 (centres undefined)	103	0.2	10	102	15	108	104	0	98	98	-12

The order is random; about 2.3% have a hit in one of these screens.
